FID counter = displaces DNA intercalator in HCV helicase counter-screen; inhibition, % at 7.9 µM; actives 0.17% (n = 290,000); DNA fluorescent intercalator displacement, fluorescence; AID 1845; in the data active = inhibition above about 37%;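 also: 0% = vehicle and 100% = reference compound; higher means more ethidium bromide displaced from hairpin DNA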
pCIP destab = p/CIP protein destabilization; actives 0.01% (n = 290,000); Q05BA5; decrease of EGFP signal, % at 10 µM; AID 1984; F442A p/CIP-EGFP cells, EGFP fluorescence, 16 h;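 active = EGFP signal decrease of at least 30% at 10 µM or well 3 SD below plate mean, unless failing retest; inactive = the rest, including hits failing retest or dose response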; also: some compounds called inactive have numbers as strong as hits; many of its hits are not listed in these tables
Target sequence (Q05BA5 1-1403): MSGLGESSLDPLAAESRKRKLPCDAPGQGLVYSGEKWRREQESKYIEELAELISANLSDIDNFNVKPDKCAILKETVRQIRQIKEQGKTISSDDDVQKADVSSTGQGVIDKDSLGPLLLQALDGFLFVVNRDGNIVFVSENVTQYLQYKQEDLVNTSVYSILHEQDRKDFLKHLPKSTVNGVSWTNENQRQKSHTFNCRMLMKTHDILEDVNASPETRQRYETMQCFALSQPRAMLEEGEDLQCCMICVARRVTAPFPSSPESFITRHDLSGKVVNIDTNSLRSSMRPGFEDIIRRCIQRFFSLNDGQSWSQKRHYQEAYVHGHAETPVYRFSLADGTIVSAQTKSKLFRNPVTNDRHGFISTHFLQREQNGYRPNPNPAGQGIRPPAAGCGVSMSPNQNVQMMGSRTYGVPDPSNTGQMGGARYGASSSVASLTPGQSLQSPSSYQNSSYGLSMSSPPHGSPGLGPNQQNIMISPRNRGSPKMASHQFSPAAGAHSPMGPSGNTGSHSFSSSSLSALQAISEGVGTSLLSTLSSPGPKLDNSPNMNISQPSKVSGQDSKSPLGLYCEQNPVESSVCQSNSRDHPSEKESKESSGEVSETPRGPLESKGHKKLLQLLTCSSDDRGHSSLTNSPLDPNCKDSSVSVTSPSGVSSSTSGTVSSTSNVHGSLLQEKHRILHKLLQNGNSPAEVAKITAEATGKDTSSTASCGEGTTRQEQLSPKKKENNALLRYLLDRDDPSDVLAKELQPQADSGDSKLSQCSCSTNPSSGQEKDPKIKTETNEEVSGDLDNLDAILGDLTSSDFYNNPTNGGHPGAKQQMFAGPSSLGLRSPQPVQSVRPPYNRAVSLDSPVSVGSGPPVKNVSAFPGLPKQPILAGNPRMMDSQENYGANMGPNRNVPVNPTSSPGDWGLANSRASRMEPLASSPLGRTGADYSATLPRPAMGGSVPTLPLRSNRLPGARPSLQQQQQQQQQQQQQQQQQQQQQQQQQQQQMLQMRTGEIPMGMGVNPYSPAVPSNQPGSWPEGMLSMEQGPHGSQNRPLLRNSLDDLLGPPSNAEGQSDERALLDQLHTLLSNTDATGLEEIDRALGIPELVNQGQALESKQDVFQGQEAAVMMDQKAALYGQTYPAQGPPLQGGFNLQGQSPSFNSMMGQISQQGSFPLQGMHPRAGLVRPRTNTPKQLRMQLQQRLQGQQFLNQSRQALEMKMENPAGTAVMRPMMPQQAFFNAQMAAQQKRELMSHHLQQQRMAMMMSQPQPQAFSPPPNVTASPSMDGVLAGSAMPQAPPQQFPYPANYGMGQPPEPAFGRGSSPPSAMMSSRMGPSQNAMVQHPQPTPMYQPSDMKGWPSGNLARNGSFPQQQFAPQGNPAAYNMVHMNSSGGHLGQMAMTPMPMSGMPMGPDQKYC
SUMO HTRF inh = inhibitors of human SUMOylation (UBC9). AID 2006. HTRF SUMOylation assay, SAE1/SAE2 + UBC9, in vitro. inhibition, % at 35 µM. P63279. actives 0.36% (n = 290,000); in the data active = inhibition above about 50%, passing the limit was not always enough; also: strong numbers were not always called active
VIM-2 inhibitor = blocks Pseudomonas aeruginosa VIM-2 metallo-beta-lactamase; purified VIM-2, nitrocefin hydrolysis, epi-absorbance fluorescence; inhibition, % at 5.6 µM; actives 0.89% (n = 290,000);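 active = inhibition above the mean of all tested compounds plus 3 SD, cutoff set per screening run, cut at about 7.5% in these data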;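 also: red hydrolysis product quenches plate fluorescence so inhibitors raise well fluorescence; 0% = enzyme with DMSO and 100% = DMSO without enzyme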
IDE inh = cellular human IDE inhibition; P14735; HEK cells, FAbetaB cleavage, fluorescence polarization; inhibition, % at 5.59 µM; actives 0.41% (n = 320,000); AID 434962;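 active = percent inhibition above the average of all tested compounds plus 3 SD, set per screening campaign, cut at about 16% in these data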;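 also: IDE supplied by intact live HEK cells; FP after avidin binding of uncleaved biotin substrate so inhibition keeps polarization high; 0% = DMSO wells and 100% = 60 µM reference IDE inhibitor Ii1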
NS3 helicase inh = inhibitors of Hepatitis C virus NS3 helicase; NS3 helicase DNA unwinding, Cy5 molecular beacon fluorescence; AID 1800; inhibition, % at 10.9 µM; actives 0.56% (n = 290,000);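 active = inhibition above the mean of all tested compounds plus 3 SD, set per campaign, cut at about 35% in these data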;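 also: 0% = DMSO wells and 100% = thioflavine S control wells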
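System: Hepatitis C virus NS3 helicase domain fragment enzyme | Reagent: Annealed dual-labelled DNA beacon duplex, ATP-started | Compound dosing: 10.9 µM single point, 0.8% DMSO | Incubation: 1 h reaction at 25 °C, ATP-initiated | Technique: Cy5 fluorescence | Evaluation: Percent inhibition from t60/t0 fluorescence ratio | Benchmarks: Low DMSO, high thioflavine S at 110 µM | Replication: Singlicate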
M18AAP inhibitor = blocks P. falciparum M18 aspartyl aminopeptidase; inhibition, % at 7.35 µM; actives 1.2% (n = 290,000); recombinant PfM18AAP, H-Glu-NHMec fluorogenic cleavage;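 active = inhibition above the campaign mean inhibition over all tested compounds plus 3 SD, cut at about 28% in these data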;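 also: 0% = plate median of test compound wells and 100% = 2 mM ZnCl2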
IDE act = boosts human insulin-degrading enzyme activity in HEK cells. P14735. FAbeta-B cleavage, fluorescence polarization; 0% vehicle, 100% cell-free pure enzyme wells. activation, % at 5.96 µM. actives 0.073% (n = 340,000);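 active = activation above the mean of all tested compounds plus 3 SD, set per screening campaign, cut at about 17% in these data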
IMP-1 inh = blocks Pseudomonas aeruginosa IMP-1 metallo-beta-lactamase. actives 0.45% (n = 290,000). purified IMP-1, nitrocefin hydrolysis, epi-absorbance fluorescence. AID 1556. inhibition, % at 5.6 µM;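 active = inhibition above the mean plus 3 SD of all compounds in the same screening run, cut at about 4.5% in these data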;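 also: 0% = IMP-1 with DMSO and 100% = DMSO wells lacking enzyme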
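System: purified IMP-1; amount: IMP-1 0.2 nM before substrate addition; compound: single dose, 5.6 µM; times: 25 °C, 15 min preincubation, 25 min reaction; signal: Epi-absorbance via hydrolysed-nitrocefin quenching of white-plate fluorescence, 480/530 nm, EDTA stop; benchmarks: DMSO with and without IMP-1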
An asterisk follows results filed as active; x = not tested or not shown.

SMILES	FID counter	pCIP destab	SUMO HTRF inh	VIM-2 inhibitor	IDE inh	NS3 helicase inh	M18AAP inhibitor	IDE act	IMP-1 inh
O=C(Nc1ccc(Cl)cc1C(=O)N1CCOCC1)c1cccc([N+](=O)[O-])c1	-1.9	0.2	-1.4	-1.4	-1.5	-6.8	-5.1	x	-1.9
COc1cc(C2=NOC(C(=O)Nc3cccnc3)C2)cc(OC)c1OC (stereo unspecified)	-0.7	-8.3	5.7	-0.2	-1.4	6.4	-5.2	2.6	-1.3
O=C(Cn1ccc(=O)[nH]c1=O)NCCO	11.4	8.3	-3.7	-2.3	-1.4	1.5	2.9	-5.3	-2.8
CCc1c(C)nc2ncnn2c1Nc1ccc(C#N)c(Cl)c1	-5.7	-14.0	19.8	-2.0	1.6	-3.0	15.4	1.2	-3.6
COc1ccc2[nH]c3nc(SCC(=O)Nc4ccc5c(c4)OCO5)nnc3c2c1	1.4	-3.0	4.5	0.3	-2.2	9.0	3.8	12.3	-4.4
CCNS(=O)(=O)c1ccc(CCC(=O)NCc2cccnc2)cc1	-3.0	-17.4	-3.1	-1.3	-0.6	-4.5	-5.4	0.8	-2.4
CCOC(=O)C1=C(C)N=C2SC(CC)C(=O)N2C1c1cccc(F)c1 (stereo unspecified)	-29.8	-6.2	-6.8	-2.5	-3.6	-1.4	-0.6	5.7	-2.6
O=C(OCc1ccccc1)C1CCCN1C(=O)c1ccccc1[N+](=O)[O-] (stereo unspecified)	-21.4	-4.8	2.2	-1.2	-0.9	7.5	2.0	5.2	-2.2
COCCCNC(=S)N1CCC(C(=O)c2ccc3c(c2)OCCO3)CC1	-24.8	1.7	-2.5	-2.4	6.6	1.4	4.3	4.4	-3.2
O=C(COC(=O)C1CCN(S(=O)(=O)c2cccs2)CC1)Nc1ccc(F)cc1F	-19.6	-10.2	11.9	-4.3	-0.8	3.7	-0.4	5.0	-2.1
O=C(NCc1cccnc1)C1CCCN(S(=O)(=O)c2cccc3nsnc23)C1 (stereo unspecified)	-2.2	-0.4	3.6	-3.5	2.3	-7.8	6.1	2.8	-3.0
CC(=O)c1ccc(Nc2c3c(nc4ccccc24)CCCC3)cc1	4.4	17.8	18.0	4.5	-7.4	-6.8	11.0	-1.8	0.1
NC(=O)c1nn(-c2ccc(Cl)cc2Cl)c(=O)cc1O	-17.3	-6.7	18.8	-1.4	-1.0	-2.0	-7.9	4.3	-2.0
S=C(Nc1ccccn1)Nc1ccccc1Cl	-1.3	9.6	-1.3	-1.2	4.1	11.9	-4.2	0.5	-1.2
COc1ccccc1-n1c(-c2cn(C)nc2C)n[nH]c1=S	-7.1	-6.8	-5.2	0.5	4.2	-14.2	27.1	-0.7	-3.8
CCc1ccc(NC(=O)CNC(=O)c2cn(-c3ccccc3OC)c(=O)c3ccccc23)cc1	-30.4	-6.1	6.5	-3.0	7.0	-6.8	-4.9	-0.1	-1.6
CCOc1ccc(/C=N/n2c(C3CCCCC3)n[nH]c2=S)cc1	-32.9	3.0	-37.2	-3.3	2.4	5.1	6.7	-7.5	-1.3
Cc1ccnc(SCC(=O)N2CCN(c3ccccc3)CC2)n1	-12.0	-7.6	10.9	-2.5	7.6	-4.4	1.0	1.3	-3.8
Cc1nn(C)c2ncc(C(N)=O)c(Oc3ccc(Cl)cc3)c12	-23.2	-2.9	17.9	-2.7	6.7	3.6	-4.5	x	-1.3
O=C(C1CC1)N1CCN(c2ccc(F)cc2)CC1	1.4	-4.4	2.4	-1.5	1.9	0.3	-1.9	3.6	0.5
CC[C@H](C)[C@H](NC(N)=O)C(=O)Nc1ccc(C)cc1	-4.8	-3.5	5.8	-3.6	3.0	11.4	-14.0	8.7	-4.4
CC(=O)Nc1ccccc1OCC(=O)NCCC1=CCCCC1	-13.9	-11.6	4.8	-3.5	-3.9	-7.6	2.7	-3.3	-3.6
CC(C)Oc1ccc(C(=O)Nc2ccc([N+](=O)[O-])cc2)cc1	2.8	-18.8	-17.6	-2.3	-2.2	9.7	0.0	1.8	-1.6
CCOC(=O)C1(CCCc2ccccc2)CCN(C(=O)c2cnc(C)cn2)CC1	-39.4	-9.4	4.6	-5.6	6.7	-5.6	5.2	3.2	0.5
O=C(N/N=C1\CCCc2ccccc21)c1cccc([N+](=O)[O-])c1	-3.9	-16.6	13.7	-3.2	1.8	-2.1	7.8	-3.2	-3.1
COC(=O)/C(C#N)=C1/C=Cc2ccccc2N1	-3.5	6.4	23.1	1.0	-0.7	-9.8	4.2	-4.4	-2.5
O=C(NNc1c(Cl)cccc1Cl)c1sccc1Cl	-4.0	-8.7	-20.5	-2.6	3.8	10.1	-0.7	4.7	-2.5
COc1ccccc1C1CC(c2ccc(C)cc2)Nc2ncnn21 (stereo unspecified)	-21.1	-2.5	-2.2	-4.8	-0.1	-1.9	1.5	2.3	-4.9
O=C(/C=C/c1ccc(O)c(O)c1)c1ccc(S(=O)(=O)N2CCCCCC2)cc1	-3.8	4.6	21.4	-2.8	-1.7	25.2	59.8*	-3.0	-3.2
Cn1c(/C(C#N)=C(\O)c2ccc(Br)s2)nc2ccccc21	-1.6	0.0	-34.1	-3.0	-0.5	12.3	-0.1	4.4	4.4
Cc1ccc(NC(=O)C2CCCN(S(=O)(=O)c3c(C)noc3/C=C/N(C)C)C2)cc1F (stereo unspecified)	-17.3	-6.0	0.3	-2.8	6.1	18.1	6.7	0.9	-3.0
Cc1ccc(S(=O)(=O)NCc2nnc(SCC(=O)Nc3cccc(C)c3C)n2C)cc1	-16.4	12.2	-1.2	-5.1	3.8	1.7	2.4	0.1	-0.8
Cc1cc(/C=C(\C#N)C(=O)Nc2ccccc2F)c(C)[nH]1	7.1	-6.3	5.9	-2.1	8.9	6.2	6.5	4.8	-3.9
CC1CCc2c(sc3ncnc(NS(=O)(=O)c4cccs4)c23)C1 (stereo unspecified)	-5.1	-3.0	21.3	1.9	-2.3	17.0	-16.7	-1.5	0.4
COCCSc1nnc(NC(=O)C2CC(=O)N(c3ccc(OC)cc3)C2)s1 (stereo unspecified)	-24.1	-9.8	7.3	-3.2	-4.6	-26.4	1.9	0.6	-1.8
CCCc1nc(SCC(=O)N2CCOCC2)c2c(C)c(C)sc2n1	-30.0	0.6	-1.7	5.8	5.1	-7.0	1.4	5.0	-2.2
O=C(NC(=O)c1ccc(Cl)c(Cl)c1)OC1CCS(=O)(=O)C1 (stereo unspecified)	-10.1	-8.3	2.2	-1.3	-2.1	0.7	3.0	2.9	-3.6
Cc1ccc(-c2nn[nH]n2)cc1Cl	0.0	-8.2	22.5	-1.6	2.9	-1.5	-10.9	4.2	-1.7
OC(COCC1COc2ccccc2O1)CN1CCc2ccccc2C1 (stereo unspecified)	14.2	3.6	-15.8	2.4	-5.8	-15.7	8.1	-1.6	0.2
O=C(O)CCCCCN1C(=O)/C(=C\c2ccc(-c3ccc(Cl)cc3)o2)SC1=S	-12.6	-10.7	23.5	-0.9	-2.5	24.6	-8.8	7.3	-1.7
O=C(NCCc1ccccc1)c1nc2ncccn2n1	-3.0	0.3	-0.9	-3.1	-1.3	4.3	-6.7	5.0	-3.4
COc1cccc(C(=O)OC2CCCN(C)C2)c1 (stereo unspecified)	-0.3	-8.7	25.3	-1.3	-0.4	-6.5	2.2	1.2	-3.0
COC(=O)c1cccc(NC(=O)CN2CCOCC2)c1	-1.8	1.5	-1.3	-2.0	3.2	-3.4	1.7	2.0	-3.6
CCOc1ccc(-c2nnc(NC(=O)C3CCCC3)o2)cc1	-28.1	7.0	4.9	-1.7	2.5	-6.5	3.2	-0.1	-3.3
CCOC(=O)Nc1ccc2c(c1)ncn2C1CCCCC1	-14.0	-10.3	7.6	-2.8	2.3	-1.2	-2.4	4.1	-3.2
COc1cc(CO)ccc1Oc1nc2ccccc2n2cnnc12	-4.2	-5.9	24.0	-1.2	-2.4	2.6	4.5	5.7	-4.3
NS(=O)(=O)c1ccc(CCNS(=O)(=O)c2ccc(Cl)nc2)cc1	-2.9	-10.9	3.7	-2.4	8.0	-14.1	4.1	-7.3	-2.5

11 neighbouring compounds out of the list so far, for reference:
SMILES	FID counter	pCIP destab	SUMO HTRF inh	VIM-2 inhibitor	IDE inh	NS3 helicase inh	M18AAP inhibitor	IDE act	IMP-1 inh
CC1CCc2c(sc3ncnc(NS(=O)(=O)c4cccs4)c23)C1 (stereo unspecified)	-5.1	-3.0	21.3	1.9	-2.3	17.0	-16.7	-1.5	0.4
COCCSc1nnc(NC(=O)C2CC(=O)N(c3ccc(OC)cc3)C2)s1 (stereo unspecified)	-24.1	-9.8	7.3	-3.2	-4.6	-26.4	1.9	0.6	-1.8
CCCc1nc(SCC(=O)N2CCOCC2)c2c(C)c(C)sc2n1	-30.0	0.6	-1.7	5.8	5.1	-7.0	1.4	5.0	-2.2
O=C(NC(=O)c1ccc(Cl)c(Cl)c1)OC1CCS(=O)(=O)C1 (stereo unspecified)	-10.1	-8.3	2.2	-1.3	-2.1	0.7	3.0	2.9	-3.6
Cc1ccc(-c2nn[nH]n2)cc1Cl	0.0	-8.2	22.5	-1.6	2.9	-1.5	-10.9	4.2	-1.7
OC(COCC1COc2ccccc2O1)CN1CCc2ccccc2C1 (stereo unspecified)	14.2	3.6	-15.8	2.4	-5.8	-15.7	8.1	-1.6	0.2
O=C(O)CCCCCN1C(=O)/C(=C\c2ccc(-c3ccc(Cl)cc3)o2)SC1=S	-12.6	-10.7	23.5	-0.9	-2.5	24.6	-8.8	7.3	-1.7
O=C(NCCc1ccccc1)c1nc2ncccn2n1	-3.0	0.3	-0.9	-3.1	-1.3	4.3	-6.7	5.0	-3.4
COc1cccc(C(=O)OC2CCCN(C)C2)c1 (stereo unspecified)	-0.3	-8.7	25.3	-1.3	-0.4	-6.5	2.2	1.2	-3.0
COC(=O)c1cccc(NC(=O)CN2CCOCC2)c1	-1.8	1.5	-1.3	-2.0	3.2	-3.4	1.7	2.0	-3.6
CCOc1ccc(-c2nnc(NC(=O)C3CCCC3)o2)cc1	-28.1	7.0	4.9	-1.7	2.5	-6.5	3.2	-0.1	-3.3

Compound activity deposited in PubChem BioAssay by several laboratories.
